Screening data from PubChem.
JMJD2A Tudor = qHTS Assay for Inhibitors of JMJD2A-Tudor Domain; Lysine-specific demethylase 4A (Homo sapiens), O75164; AlphaScreen JMJD2A-Tudor / H3K4me3 peptide binding; Potency, µM (series often up to 114 µM), inactives show at the top dose activity change, negative = inhibition, hits mostly inhibitors; 390,000 tested, 4.4% active; also: potency is read from the fitted curve at half-maximal effect; % is scaled to controls: 0 for no effect and ±100 for the full control effect; nearly all actives have a fitted effect of over 50% in size
GLS inh = qHTS for Inhibitors of Glutaminase (GLS); Glutaminase kidney isoform, mitochondrial (Homo sapiens), O94925; Potency, µM (series often up to 45.5 µM), inactives show at the top dose activity change, negative = inhibition, most hits filed as inhibitors; GLS enzymatic activity, qHTS titration; AID 624170, 2012; 410,000 tested, 0.21% active; also: potency is read from the fitted curve at half-maximal effect; % is scaled to controls: 0 for no effect and ±100 for the full control effect
Target sequence (O94925 whole entry, looked up, canonical isoform): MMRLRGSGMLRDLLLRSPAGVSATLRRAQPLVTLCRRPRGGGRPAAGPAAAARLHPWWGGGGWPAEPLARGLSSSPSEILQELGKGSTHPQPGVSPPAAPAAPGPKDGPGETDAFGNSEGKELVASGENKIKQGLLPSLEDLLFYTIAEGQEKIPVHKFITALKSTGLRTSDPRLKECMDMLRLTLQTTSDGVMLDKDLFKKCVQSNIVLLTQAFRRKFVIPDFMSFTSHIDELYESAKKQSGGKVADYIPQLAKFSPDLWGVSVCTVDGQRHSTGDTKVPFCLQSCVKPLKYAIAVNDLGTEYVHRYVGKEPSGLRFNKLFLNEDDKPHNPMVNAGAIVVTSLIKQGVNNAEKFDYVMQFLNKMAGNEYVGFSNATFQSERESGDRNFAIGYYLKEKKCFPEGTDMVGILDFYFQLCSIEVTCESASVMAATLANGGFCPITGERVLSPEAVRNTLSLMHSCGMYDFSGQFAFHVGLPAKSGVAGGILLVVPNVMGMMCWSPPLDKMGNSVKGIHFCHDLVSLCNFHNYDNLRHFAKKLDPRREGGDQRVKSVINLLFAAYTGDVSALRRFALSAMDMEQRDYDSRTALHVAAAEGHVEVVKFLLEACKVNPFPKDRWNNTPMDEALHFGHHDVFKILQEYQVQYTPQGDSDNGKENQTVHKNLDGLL
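Two-point fluorescence kinetic (t0, 30 min RT) for hKGA; glutamate detected via glutamate oxidase–HRP–Amplex Red. Substrate: 1 mM L-glutamine solution; buffer 45 mM KH2PO4, pH 8.2.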
G9a block = qHTS Assay for Inhibitors of Histone Lysine Methyltransferase G9a; Histone-lysine N-methyltransferase EHMT2 (Homo sapiens), Q96KQ7; G9a H3K9 monomethylation, AlphaScreen, 2 h; 350,000 tested, 8.8% active; Potency, µM (titrated, usually from 102 µM), for the others: at the top dose activity, negative = inhibition, hits mostly inhibitors; also: potency is read from the fitted curve at half-maximal effect; % is scaled to controls: 0 for no effect and ±100 for the full control effect; nearly all actives have a fitted effect of over 75% in size
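Using a bead-based AlphaScreen, monomethylated H3K9 product from 2 h room-temperature reactions (G9a 20 nM, peptide 500 nM, SAM 20 uM) was detected with 0.5 ug/mL rabbit anti-H3K9me1 antibody.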
Pin1 inh = qHTS Assay to Find Inhibitors of Pin1; 390,000 tested, 0.009% active; Potency, µM (titrated, usually from 115 µM), inactives show top-dose activity, negative = inhibition, hits mostly inhibitors; Peptidyl-prolyl cis-trans isomerase NIMA-interacting 1 (Homo sapiens), Q13526; Pin1 FP peptide displacement, HiFluor488, 10 min; AID 504891, 2011; active = well fitted inhibition curve with a large enough effect in the polarisation, with a control signal flat, not every such curve was filed as active; inconclusive = small, poorly fitted or top-dose-only effect, or effect the other way, or a change in a side signal; inactive = no such curve, though single readings can be large or run the other way; the % refers to the polarisation; also: potency is read from the fitted curve at half-maximal effect; % is scaled to controls: 0 for no effect and ±100 for the full control effect
Target sequence (Q13526 whole entry, looked up): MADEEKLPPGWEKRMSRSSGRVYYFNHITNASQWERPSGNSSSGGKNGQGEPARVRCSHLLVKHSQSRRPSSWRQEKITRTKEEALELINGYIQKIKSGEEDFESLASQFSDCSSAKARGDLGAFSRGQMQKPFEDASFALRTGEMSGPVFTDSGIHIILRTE
ERG-DNA inh = qHTS for Small Molecule Inhibitors of the ERG Ets/DNA interaction | Transcriptional regulator ERG (Homo sapiens), P11308 | fluorescence polarization, His-ERG Ets domain / labelled DNA | Potency, µM (titrated, usually from 76.9 µM), for the others: at the highest dose FP activity, negative = inhibition, usual class: inhibitors | 370,000 tested, 0.028% active | AID 624246, 2012; active = well fitted inhibition curve with a large enough effect in the polarisation, with a control signal flat; inconclusive = small, poorly fitted or top-dose-only effect, or effect the other way, or a change in a side signal; inactive = no such curve, though single readings can be large or run the other way; the % refers to the polarisation;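 also: polarization taken with two DNA probes labelled with fluorescein and Texas red; potency is read from the fitted curve at half-maximal effect; % of control where 0% means no effect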
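His-tagged ERG Ets domain (1 uM in the protein solution; 300mM KCl, 50mM Tris-HCl, 1mM EDTA, 1mM DTT, pH 7.5) received compound, then a probe mix of 5 nM fluorescein-DNA and 100nM Texas-615-DNA. Fluorescence polarization was read for both dyes.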
HP1b chromo inh = HTS for Inhibitors of HP1-beta Chromodomain Interactions with Methylated Histone Tails. Potency, µM (series often up to 114 µM), for inactives: at the highest dose activity change, negative = inhibition, actives largely listed as inhibitors. AlphaScreen HP1-beta / biotin-H3K9me3 peptide binding. AID 540317, 2011. Chromobox protein homolog 1 (Homo sapiens), P83916. 390,000 tested, 0.56% active; also: potency is read from the fitted curve at half-maximal effect; nearly all actives have a fitted effect of over 70% in size; inactives centre near 23
Target sequence (P83916 whole entry, looked up): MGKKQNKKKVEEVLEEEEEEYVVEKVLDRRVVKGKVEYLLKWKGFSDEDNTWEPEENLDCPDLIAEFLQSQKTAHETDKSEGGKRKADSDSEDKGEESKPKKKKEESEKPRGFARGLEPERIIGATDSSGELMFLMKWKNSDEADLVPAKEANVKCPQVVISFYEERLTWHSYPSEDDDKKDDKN
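Compound inhibition of the preformed complex between 50 nM HP1-beta and 50 nM biotinylated H3K9me3 peptide was read by AlphaScreen. Buffer was PBS pH 7.4 with 0.01% Tween-20. Incubations ran 30 min at room temperature, with 10 ug/mL donor/acceptor beads.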
Tb PGK inh = qHTS Assay to Find Inhibitors of Phosphoglycerate Kinase; Phosphoglycerate kinase, glycosomal (Trypanosoma brucei brucei), P07378; PGK/GAPDH coupled, Kinase-Glo luminescence, 60 min; Potency, µM (doses to about 57.5 µM), for inactives: top-dose activity change, negative = inhibition, most hits filed as inhibitors; 380,000 tested, 0.043% active; also: potency is read from the fitted curve at half-maximal effect; % is scaled to controls: 0 for no effect and ±100 for the full control effect; nearly all actives have a fitted effect of over 60% in size
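Luminescent ATP detection (Kinase-Glo Plus) follows a 60-minute room-temperature incubation, with wells lacking PGK as controls. Buffer: 100 mM TEA (pH 7.6), 5 mM MgCl2, 0.01% Tween-20. Coupling enzyme GAPDH (100 nM final) supplies unstable 1,3-BPG in-well.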
BAZ2B inh = qHTS Assay for Inhibitors of BAZ2B; 360,000 tested, 4.4% active; Bromodomain adjacent to zinc finger domain protein 2B (Homo sapiens), Q9UIF8; AlphaScreen BAZ2B-H3K14Ac peptide displacement; Potency, µM (titrated, usually from 114 µM), for the others: at the top dose activity change, negative = inhibition, hits mostly inhibitors; also: potency is read from the fitted curve at half-maximal effect; % is scaled to controls: 0 for no effect and ±100 for the full control effect; nearly all actives have a fitted effect of over 60% in size
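BAZ2B 50 nM plus b-H3(5-23)K14Ac 50 nM, PBS pH 7.4/0.01% Tween-20, 30 min RT; compound added (max 110 uM), 30 min RT; streptavidin donor/Ni-chelate acceptor beads 10 ug/mL final, 20 min dark; AlphaScreen read.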
PI4K2A inh = qHTS for small molecular inhibitors of PI4K2A; Phosphatidylinositol 4-kinase type 2-alpha (Homo sapiens), Q9BTU6; purified PI4K2A, ADP-Glo luminescence, 1 h; hits give low values; activity change, negative = inhibition, % at 76.9 µM; 420,000 tested, 0.13% active; in the data active = activity change below about -50%; inconclusive = mostly about -30% to -49%;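 also: -100% = wells without enzyme as full effect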
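Compounds are screened against recombinant PI4K2A using PI as substrate and ATP, the latter dispensed at 300 microM. Reactions run one hour at ambient temperature before ADP-Glo detection; full inhibition defined by wells lacking enzyme.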
* hit, by the source's call; i = inactive; ? = inconclusive; . = not tested or not shown; [ ] = remark or other dose. Unless noted, calls follow the shape of the dose curve; as a rule, active = well fitted curve in the direction sought with a large enough effect; inconclusive = small, poorly fitted or top-dose-only effect, or another doubt; inactive = no such curve, though single readings can be large; an effect the other way counts as inactive or inconclusive.

nr	compound	JMJD2A Tudor	GLS inh	G9a block	Pin1 inh	ERG-DNA inh	HP1b chromo inh	Tb PGK inh	BAZ2B inh	PI4K2A inh
1	CC(C)(C)C(=O)CN1C2=NCCCN2c2ccccc21	-10%	1%	?	2%	9%	26%	i	-7%	-4
2	O=C1/C(=C/c2ccc(O)cc2)CCc2ccc([N+](=O)[O-])cc21	-8%	15%	?	-3%	4%	8%	-8%	2%	-2
3	CCOC(=O)Cc1csc(NC(=O)C(C)(C)C)n1	1%	-4%	0%[12.7 µM]	-6%	-4%	33%	-9%	-1%	1
4	CCOc1ccccc1NC(=O)NC1Cc2ccccc2C1	-15%	9%	34%[activator]	-4%	-11%	15%	.	3%	2
5	COc1cc(OC)cc(C(=O)NCC(=O)NCCN2C(=O)S/C(=C\c3ccccc3Cl)C2=O)c1	-23%	-1%	19%[12.7 µM]	42%[activator]	4%	43%[activator]	-3%	-10%	-2
6	Cc1ccc(S(=O)(=O)N(CC(=O)Nc2ccc(Cl)cc2Cl)c2ccccc2C)cc1	-1%	-8%	23%[59 µM]	39%[activator]	6%	52%[activator]	i	-13%	7
7	O=C(CC1S/C(=N/N=C2CCCCCC2)NC1=O)Nc1ccccc1C(F)(F)F (stereo unspecified)	-12%	-10%	53%[activator]	1%	-4%	33%	3%	3%	-1
8	Cc1ccc(-n2c(C)nnc2SCC(=O)NC2CCCC2)cc1	-6%	-6%	7%	-2%	4%	1%	-6%	-11%	-5
9	N=C1C(c2nc(-c3ccc(Br)cc3)cs2)=C(O)CN1NC(=O)c1ccc([N+](=O)[O-])cc1	3%[11.4 µM]	1%	21%[59 µM]	1%	-6%	20%	-10%	-23%	-9
10	Cc1ccc2c(c1)sc(=NC(=O)C1CC1)n2C	10%	-6%	17%[59 µM]	-5%	-4%	48%[activator]	i	15%	-3
11	CCC(=O)Nc1ccc(C)cc1-c1nc2ccccc2n(CC(=O)Nc2ccccc2Cl)c1=O	-7%	-9%	6%[59 µM]	-4%	7%	25%	15%	-6%	-2
12	CCC(c1nnnn1Cc1ccc2c(c1)OCO2)N1CCN(c2ccc(OC)cc2)CC1 (stereo unspecified)	?	41%[activator]	40µM*	1%	-2%	-42%	-3%	32µM*	9
13	CCOC(=O)C1(Cc2ccccc2C)CCCN(Cc2ccc(NC(C)=O)cc2)C1 (stereo unspecified)	-17%	5%	-34%	-10%	2%	23%	-9%	-14%	-3
14	O=C(N/N=C/c1cccn1-c1ccccc1)c1ccncc1	-30%	-5%	55%[activator][59 µM]	-7%	3%	-10%	-1%	?	1
15	O=C(NCC1CCCO1)c1cc(S(=O)(=O)N2CCCC2)c(Cl)cc1Cl (stereo unspecified)	0%	-7%	-10%	4%	-9%	51%[activator]	i	-36%	-4
16	Cc1cccc(CCNS(=O)(=O)c2ccc3c(c2)NC(=O)C(C)S3)c1 (stereo unspecified)	-25%	0%	10%	4%	-1%	-1%[57 µM]	-10%	-4%	-8
17	CCC(C)NC(=O)c1cc(C)no1 (stereo unspecified)	-21%[57.1 µM]	0%	24%[59 µM]	-13%	-1%	?	-2%	6%	4
18	O=C(CSC(=S)N1CCCC1)c1ccccc1	25%	-2%	.	-1%	-13%	79%[activator]	-3%	15%	0
19	CC(C)c1nc2cc(C(=O)N3CCN(c4cnccn4)CC3)ccc2o1	3%	-22%	?	0%	-6%	30%	-3%	-6%	-2
20	Oc1ccccc1-c1nc(NCCN2CCOCC2)c2ccccc2n1	-21%[57.1 µM]	9%	26%	-4%	4%	18%	3%	-3%	8
21	O=C(NCc1ccc(F)cc1)c1cccc(S(=O)(=O)N2CCOCC2)c1	-10%	0%	18%[12.7 µM]	-2%	-1%	34%	-9%	-2%	-3
22	COc1ccc(C)cc1NC(=O)C(NS(=O)(=O)c1cccc2nsnc12)c1ccccc1 (stereo unspecified)	-31%	-1%	-3%[59 µM]	4%	-11%	18%	i	.	1
23	CCC(C)C(NC(=O)c1ccccc1)C(=O)Nc1ccc(S(=O)(=O)Nc2cc(C)nc(C)n2)cc1 (stereo unspecified)	-6%	-2%	?	1%	4%	20%	-1%	10%	-1
24	Cn1c(=O)c2cn(-c3cccc4ccccc34)cc2n(C)c1=O	-22%	-3%	6%[2.33 µM]	-2%	-1%	1%	-2%	?	0
25	O=C(CCCn1c(=O)c2cccn2c2ccccc21)Nc1cc(C(F)(F)F)ccc1Cl	-11%	-9%	-2%[59 µM]	1%	5%	-2%	-12%	-1%	1
26	COc1cccc(NC(=O)c2cccc(C(=O)Nc3cccc(OC)c3)n2)c1	?	-5%	-9%	4%	-12%	13%	-8%	-19%	3
27	Cc1ccccc1-c1nc(CN2CCC(C(=O)NC(C)C)CC2)c(C)o1	-6%	-3%	3%[59 µM]	-9%	1%	38%[activator]	i	-37%	2
28	Cc1ccc(NC(=O)C2C3C=CC4(O3)C2C(=O)N(CCCN2CCCC(C)C2)C4C(=O)NC2CCCCC2)cc1 (stereo unspecified)	-14%	4%	?	3%	-7%	1%	-7%	1%	-1
29	C/C(=N\N1CCN(Cc2ccc(Cl)cc2)CC1)c1ccc(F)cc1	-33%	1%	10%[59 µM]	?	4%	14%	-4%	-27%	12
30	CCN([C@H](CO)CC(C)C)S(=O)(=O)c1ccccc1	-11%	3%	.	5%	0%	45%[activator]	5%	.	-1
31	Cc1ccc(C(=O)/C=C/Nc2ccc3c(c2)OCO3)cc1	-5%	17%	2%[2.33 µM]	25%	0%	24%	0%	-17%	-8
32	CCOC(=O)CC1COCCN1C(=O)c1cc(COc2ccc(F)c(F)c2)on1 (stereo unspecified)	-6%	8%	-1%	-5%	0%	21%	-1%	21%	6
33	O=C(NC1CCCC1)c1ccc(CS(=O)(=O)c2ccc(Br)cc2)o1	-32%	0%	-4%	-3%	0%	72%[activator]	-8%	11%	6
34	O=C(C[C@@H]1C/C=C\CC[C@@H](Cc2ccc(F)cc2)C(=O)OC[C@@H]2CCCN2C1=O)N[C@H](CO)Cc1ccccc1	-21%	5%	.	0%	7%	17%	9%	.	1
35	CC1=C(C(=O)Nc2ccc(C)cc2C)C(C(C)C)n2nc(SCc3ccccc3Cl)nc2N1 (stereo unspecified)	-13%	-6%	-28%[59 µM]	1%	1%	0%	-2%	3%	3
36	CS(=O)(=O)Nc1cccc(C2=NN(C(=O)c3ccco3)C(c3cccs3)C2)c1 (stereo unspecified)	-19%	8%	.	2%	1%	23%	-1%	?	4
37	N#Cc1c(-c2ccccc2)cc(-c2ccc(O)cc2)nc1N	22%	18%	.	-6%	12%	79%[activator]	i	16%	-3
38	O=[N+]([O-])c1ccc(N=Nc2c(O)[nH]c3ccc(F)cc23)cc1	?	4%	40µM*	?	0%	-39%	-23%	-32%	-10
39	COc1ccc(OC)c(Nc2nc(N)c([N+](=O)[O-])c(NC3CCCCC3)n2)c1	-20%	-3%	-12%	1%	14%	13%	.	3%	-1
40	Cc1ccc2nc(/C(C#N)=C\c3ccc(N4CCCCC4)c([N+](=O)[O-])c3)[nH]c2c1	5.6µM*	4%	14µM*	-2%	.	?	-8%[11.5 µM]	45µM*	-2
41	CN(C(=O)c1ccc(N2CCCCC2)c([N+](=O)[O-])c1)C1CCS(=O)(=O)C1 (stereo unspecified)	-19%	-14%	.	-2%	4%	-21%	-6%	.	12
42	COc1cc(OC)c(NC(=O)c2cccc(F)c2)cc1Cl	-5%	0%	-1%[59 µM]	0%	8%	16%	-1%	-5%	-1
43	COc1ccc(OCCSc2nnc3c(Cl)cc(Cl)cn23)cc1	10%	-4%	2%[59 µM]	1%	-9%	36%[activator]	-7%	11%	3
44	CN1CCc2nc(SCCOc3ccccc3)c(C#N)cc2C1	-9%	?	?	?	.	31%	-6%	3%	-2
45	CCOC(=O)c1c(NC(=O)c2nc3n(n2)C(C(F)F)CC(C)N3)sc2c1CCCC2 (stereo unspecified)	-10%	0%	2%[59 µM]	5%	.	14%	-7%	18%	0
46	COc1ccc(CCNC(=O)C(=O)NCC2CCCN2S(=O)(=O)c2cc(C)ccc2C)cc1 (stereo unspecified)	-17%	6%	-33%	18%	-10%	1%	-2%	10%	7
47	O=C(N[C@@H]1C/C=C\C[C@H](CC(=O)N(CCO)Cc2ccccc2)C(=O)NC[C@@H](c2ccccc2)OC1=O)OCC1c2ccccc2-c2ccccc21	-19%	2%	.	7%	5%	20%	i	.	-1
48	COc1ccc(S(=O)(=O)N2CCCCCC2)cc1C(=O)OCC(=O)NC1CCS(=O)(=O)C1 (stereo unspecified)	15%	0%	.	9%	0%	33%	-6%	.	1
